# Granule exo inh: blocks lytic granule exocytosis | TALL-104 LAMP-1 surface exposure, flow cytometry; cells stimulated with thapsigargin and PMA | inhibition, % at 10 µM | 0.66% of 360,000 active | AID 651702;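 active = inhibition above about 55%, limit read from the data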
# Glyco luc inh: N-linked glycosylation inhibition. D54 ERlucT glycosylation luciferase reporter, 24 h; percent of 100 nM tunicamycin response. reporter increase, % at 12.5 µM. 0.23% of 360,000 active. AID 588692;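 active = mean luciferase reporter signal, scaled so untreated is 0 and the glycosylation-blocking control 100, at or above a set limit in every replicate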;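 note: luciferase carries N-glycosylation sites so blocking glycosylation raises the light; 0% = median of neutral control wells and 100% = median of 100 nM tunicamycin wells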
# m5-HT2A agonist: agonists of mouse serotonin 5-HT2A receptor (HTR2A). P35363. 0.66% of 360,000 active. AID 624169. activation, % at 7.6 µM. CHO-K1 mHTR2A beta-arrestin complementation, luminescence; percent of 30 µM serotonin response;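 active = activation above a run cutoff, the mean activation of all tested compounds plus 3 SD, cut at about 14% in these data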;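 note: 0% = plate median of compound wells and 100% = 30 µM serotonin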
# Target sequence (P35363 whole entry, looked up): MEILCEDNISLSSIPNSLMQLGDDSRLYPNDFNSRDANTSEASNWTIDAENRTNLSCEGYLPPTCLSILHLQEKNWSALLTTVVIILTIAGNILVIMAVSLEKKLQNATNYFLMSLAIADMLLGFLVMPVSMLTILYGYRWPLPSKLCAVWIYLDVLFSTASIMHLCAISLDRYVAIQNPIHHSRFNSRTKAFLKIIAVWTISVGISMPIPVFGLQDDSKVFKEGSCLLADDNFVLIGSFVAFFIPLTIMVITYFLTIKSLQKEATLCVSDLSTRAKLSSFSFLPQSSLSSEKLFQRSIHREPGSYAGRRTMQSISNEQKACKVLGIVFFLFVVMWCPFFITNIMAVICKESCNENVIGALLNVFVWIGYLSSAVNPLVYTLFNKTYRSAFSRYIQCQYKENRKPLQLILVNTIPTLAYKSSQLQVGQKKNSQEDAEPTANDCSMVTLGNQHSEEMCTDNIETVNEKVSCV
# ABHD5 PLIN5 PPI: blocks binding of human ABHD5 to perilipin-5. Q00G26+Q8WTS1. Split G. princeps luciferase complementation, luminescence, 4 h. inhibition, % at 4 µM. 0.78% of 360,000 active;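 active = inhibition above the mean inhibition across every tested compound plus 3 SD, cut at about 22% in these data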;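 note: 0% = DMSO only wells and the 100% control is not disclosed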
# aDG glyco up: increases alpha dystroglycan glycosylation; Pro5-aDG cells, alpha-DG glycosylation AlphaScreen (IIH6); 0% Pro5, 100% B10-LARGE cell signal; activation, % at 10 µM; 0.22% of 360,000 active;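 active = activation of at least 8% versus controls, or a plate z-score of at least 8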;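 note: Pro5 are CHO cells carrying HIG-tagged alpha-DG that lacks glycosylation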
# ABCB6 inh MLPCN: inhibitors of human ABC transporter ABCB6; Q9NP58; fluorescence ratio to DMSO, % at 10 µM; K562-ABCB6 porphyrin accumulation, flow cytometry, 1 h; stronger effect = lower value; 0.19% of 360,000 active; AID 602162;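 active = fluorescence ratio to DMSO below 75%, the collection mean minus 3 SD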;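 note: signal is porphyrin accumulated inside mitochondria; 100% equals median channel fluorescence of DMSO control wells; lower ratio means ABCB6 inhibition with less porphyrin fluorescence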
# iPSC survival up: increases survival of single human iPS cells. hiPSC single-cell survival, ATPlite luminescence; 100% = ROCK inhibitor wells, 0% = DMSO. 0.044% of 360,000 active. survival enhancement, % at 20 µM; in the data active = survival enhancement above about 18%;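 note: cells exposed to compounds for 16 hours before the ATP read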
# MC4R antagonist: blocks human MC4R cAMP signaling. 0.48% of 360,000 active. inhibition, % at 6.5 µM. P32245. MC4R-expressing cells, MTII-stimulated cAMP, LANCE TR-FRET;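 active = inhibition above its plate's cutoff, the mean of tested wells on that plate plus 3 SD, cut at about 29% in these data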;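 note: 0% = Melanotan II alone and 100% = Melanotan II plus saturating MCL0020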
# Target sequence (P32245 whole entry, looked up): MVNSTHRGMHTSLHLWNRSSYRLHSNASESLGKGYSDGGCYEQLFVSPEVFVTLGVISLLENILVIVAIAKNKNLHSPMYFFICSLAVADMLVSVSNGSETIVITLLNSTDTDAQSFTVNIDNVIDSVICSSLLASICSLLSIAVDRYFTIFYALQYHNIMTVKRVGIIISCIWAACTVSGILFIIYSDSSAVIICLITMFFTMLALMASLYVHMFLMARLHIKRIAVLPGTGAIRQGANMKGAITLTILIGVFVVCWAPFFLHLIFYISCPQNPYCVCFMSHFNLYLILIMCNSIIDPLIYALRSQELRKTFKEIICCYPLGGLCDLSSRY
#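 material = U2OS cells stably expressing human melanocortin 4 receptor (MC4R) | also added = Melanotan II challenge | dosing = single nominal compound dose of 6.5 µM | detection = TR-FRET with Eu-cAMP and labeled anti-cAMP, 671 nm | replication = singlicate | timing = compound 30 min, challenge 1 h, detection 1 h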
# MC4R barr agon: activates human MC4R beta-arrestin recruitment; P32245; U2OS MC4R beta-arrestin complementation, luminescence; percent of melanotan II response, DMSO zero; activation, % at 8.9 µM; 0.98% of 360,000 active; AID 540308;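 active = activation above a per-plate cutoff, the mean activation of sample wells on that plate plus 3 SD, cut at about 8% in these data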
# Cardio protect: myocardial damage modulation in H9c2 cells. H9c2 cardiomyocytes, H2O2 injury protection, ATPLite, 2 h. protection from H2O2 cell death, % at 20 µM. 0.63% of 360,000 active;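 active = compounds giving at least 50% protection of heart cells from peroxide-induced death in the single-dose screen, raw or plate-pattern-corrected value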;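 note: 0% = DMSO wells with peroxide and 100% = DMSO wells without peroxide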
# The depositor's hits bear a star; x = no result given.
smiles	m5-HT2A agonist	MC4R antagonist	MC4R barr agon	Granule exo inh	iPSC survival up	Glyco luc inh	aDG glyco up	ABCB6 inh MLPCN	ABHD5 PLIN5 PPI	Cardio protect
C=C1CCC2[C@](C)(CO[C@@H]3O[C@H](CO)[C@@H](O)[C@H](O)[C@H]3O)CCC[C@@]2(C)[C@@H]1CCC1=CCOC1=O (stereo partly specified)	0	-3	-1.0	-6	0.1	0	0.2	94	-2	2
CC(C)CN(C(=O)COC(=O)COc1ccc2c(c1)CCC2)c1c(N)n(Cc2ccccc2)c(=O)[nH]c1=O	2	-7	1.1	0	0.2	1	0.0	93	4	3
CC(C)c1ccc(OCC(=O)NCc2ccco2)cc1	-2	-4	-0.9	-1	-0.1	0	-0.1	94	-5	-4
O=C(CSc1ccc(Br)cc1)Nc1ccccc1N1CCOCC1	-4	13	-1.6	-4	0.2	-6	0.1	104	3	-6
CN1C(=O)[C@@H]2[C@@H]3C[C@@H]([C@H]4ON=C(c5ccc(Cl)cc5Cl)[C@@H]34)[C@@H]2C1=O	4	1	-0.8	4	-0.4	-2	0.1	94	-3	-2
CC(=O)c1cccc(NC(=O)c2cc(-c3ccco3)on2)c1	-4	18	-0.8	7	-0.8	-2	-0.2	97	9	-6
Cc1ccccc1-c1nc(CN2CCC(C(=O)NCCN3CCOCC3)CC2)c(C)o1	-7	-4	-2.3	-4	0.9	-1	0.0	100	-12	1
CCOC(=O)C(C)n1cnc2c1c(=O)[nH]c(=O)n2C (stereo unspecified)	4	-9	1.6	-1	0.2	0	-0.4	93	16	0
CSc1nnc(Cn2c(=O)sc3ccccc32)n1C	-1	4	-1.3	-6	-0.4	1	-0.1	103	3	12
COc1ccc(S(=O)(=O)N(Cc2cccnc2)Cc2cc3ccccc3[nH]c2=O)cc1	-3	15	-1.6	17	-0.7	-3	-0.3	98	-1	10
O=C(NC1CCCC1)[C@@H]1CSC2c3ccccc3C(=O)N21 (stereo partly specified)	-2	10	0.1	-8	-0.3	0	-0.2	97	-7	-2
CCOC(=O)C1=C(C)NC(SCC(=O)O)=C(C#N)C1c1ccco1 (stereo unspecified)	1	10	-1.9	0	1.2	1	0.2	105	5	13
Cc1noc(C)c1S(=O)(=O)N(C)C[C@H]1Oc2ccc(NC(=O)C3CC3)cc2C(=O)N([C@H](C)CO)C[C@@H]1C	2	17	1.4	-3	1.0	2	0.3	99	11	3
CC1CCCCC12NC(=O)N(CC(=O)NCCc1c[nH]c3ccccc13)C2=O (stereo unspecified)	0	3	0.0	2	0.2	0	-0.2	99	-12	1
COCCN(CCOC)S(=O)(=O)c1ccc(C(=O)Nc2c(C)n(C)n(-c3ccccc3)c2=O)cc1	0	4	0.5	0	1.3	0	-0.3	94	-1	12
CSc1ccccc1C(=O)C1CCCN(C(=O)NC(C)C)C1 (stereo unspecified)	4	15	-0.1	0	-0.6	-1	0.0	92	1	-1
CC1(C)CC(=O)C2=C(C1)NC(=O)NC2c1ccccc1Cl (stereo unspecified)	-1	-5	0.5	-6	-0.2	2	0.1	97	-2	6
O=C(c1ccccc1)N1CCOC12CCN(c1ncc(C(F)(F)F)cc1Cl)CC2	-2	5	0.3	0	-0.7	1	0.3	99	0	-14
COC(=O)[C@@H](NC(=O)c1ccc(OC2CCN(Cc3ccccn3)CC2)cc1)C(C)C	-2	5	-3.3	0	0.6	-1	-0.2	105	4	4
CN(Cc1ccccc1)C(=O)c1cccc(NC(=O)Cc2ccc(NC(=O)C3CCN(C(=O)C4CC4)CC3)cc2)c1	-1	1	0.2	-2	0.4	1	0.0	96	15	-5
COc1ccc(/C=N\NS(=O)(=O)c2ccc(C)cc2)cc1COc1ccccc1[N+](=O)[O-]	-6	12	1.4	2	2.3	-1	-0.3	91	-6	-8
CNC(=O)C1CCC(=O)N1Cc1c[nH]c2ccccc12 (stereo unspecified)	6	x	x	-4	-0.6	-2	0.3	94	7	2
CCOc1c(CNCCCSc2nc(C)cc(C)n2)cccc1OC	-6	5	-0.1	9	-0.6	-1	0.2	102	-7	-7
Cc1ccc(-c2nnc3ccc(SCC(=O)N4CCCc5ccccc54)nn23)cc1	3	-43	1.7	27	0.4	-2	-0.3	97	0	105*
O=C(COc1ccc2ccc(=O)oc2c1)Nc1ccc(N2CCOCC2)cc1	-2	-1	-0.6	-1	-1.8	1	-0.1	100	-1	13
CC(=O)Nc1ccc(S(=O)(=O)NCCNc2ccccc2[N+](=O)[O-])cc1	-7	-3	-4.2	-2	-1.9	1	-0.5	92	2	-9
O=C(OCC(=O)N1CCCCCC1)c1n[nH]c(=O)c2ccccc12	3	-11	-1.6	-2	0.3	2	-0.1	90	4	51*
CCc1noc(C)c1C(=O)Nc1nc(-c2cc(C)ccc2C)c(C)s1	-2	3	3.6	0	6.2	-7	0.5	86	-1	-6
COc1ccccc1CNC(=O)c1csc(Cc2ccc(Cl)cc2)n1	-4	14	-0.4	3	2.4	-5	0.8	96	-3	-14
Cc1ccc(-c2cnc(C(O)c3c(C)cccc3C)[nH]2)cc1 (stereo unspecified)	0	-3	-0.2	2	-2.5	0	-0.3	102	-1	0

# 3 entries drawn at random from those above:
smiles	m5-HT2A agonist	MC4R antagonist	MC4R barr agon	Granule exo inh	iPSC survival up	Glyco luc inh	aDG glyco up	ABCB6 inh MLPCN	ABHD5 PLIN5 PPI	Cardio protect
CSc1ccccc1C(=O)C1CCCN(C(=O)NC(C)C)C1 (stereo unspecified)	4	15	-0.1	0	-0.6	-1	0.0	92	1	-1
CC(=O)Nc1ccc(S(=O)(=O)NCCNc2ccccc2[N+](=O)[O-])cc1	-7	-3	-4.2	-2	-1.9	1	-0.5	92	2	-9
O=C(CSc1ccc(Br)cc1)Nc1ccccc1N1CCOCC1	-4	13	-1.6	-4	0.2	-6	0.1	104	3	-6

# The results go on:
smiles	m5-HT2A agonist	MC4R antagonist	MC4R barr agon	Granule exo inh	iPSC survival up	Glyco luc inh	aDG glyco up	ABCB6 inh MLPCN	ABHD5 PLIN5 PPI	Cardio protect
COc1cccc(C(=O)NC(=S)Nc2ccccc2N2CCOCC2)c1	-3	9	-1.4	2	-0.2	-4	-0.5	97	3	14
COc1ccc(NS(=O)(=O)c2ccc(NC(=S)NCC3CCCO3)cc2)cc1 (stereo unspecified)	1	8	1.5	4	-0.5	-2	-0.2	97	3	-11
O=C1C(=Cc2cccc(Cl)c2)Cc2ccccc21	7	x	x	2	-1.7	1	0.1	101	12	-4
O=C(NCc1cccnc1)C(=O)NCC1OCCN1S(=O)(=O)c1ccccc1 (stereo unspecified)	-2	2	0.8	12	-2.6	2	-0.3	100	5	4
CCOC(=O)C1=CN(Cc2cccc(F)c2)S(=O)(=O)N(C)C1c1ccc(C(F)(F)F)cc1 (stereo unspecified)	-4	-1	0.1	1	3.9	-2	3.9	93	-4	-5
CS(=O)(=O)NCCSCc1ccc(Cl)cc1	-7	-4	-0.8	2	3.8	-1	0.0	88	-1	-9
O=C(O)CCCNS(=O)(=O)c1cccc2nsnc12	3	7	-1.0	-1	0.8	0	-0.1	91	-10	-1
O=C(NCC(c1ccco1)N1CCc2ccccc21)c1ccccc1F (stereo unspecified)	-7	3	-2.2	-5	0.0	-1	0.2	99	-11	6
CCC(=O)N1CCCc2cc(S(=O)(=O)N3CCN(c4ccccc4F)CC3)ccc21	-2	9	-0.9	-1	-3.9	-4	0.4	98	1	-20
COc1ccc(CCNS(=O)(=O)c2cc3c4c(c2)C(C)C(=O)N4CCC3)cc1OC (stereo unspecified)	-8	6	-0.4	0	-0.3	0	0.4	93	-2	0
CC(=O)Oc1ccc(-c2csc(Nc3cccnc3)n2)cc1	0	-1	-2.1	1	-1.5	4	0.1	89	-2	-2
COc1cccc(CN2CCNC(=O)C2CC(=O)NC2CCOCC2)c1OC (stereo unspecified)	-4	0	-1.7	-10	-0.3	-1	-0.4	100	-5	0
COc1cc2c(cc1NC(=O)c1cccnc1)CCCC2	1	10	0.7	0	-0.6	0	0.1	100	4	22
CC(=O)N[C@H]1C(O)O[C@H](CO)[C@@H](O)[C@@H]1O (stereo partly specified)	-2	8	-0.9	-1	0.5	-1	0.1	102	1	6
CC(C)(C)C(=O)Oc1cccc(Nc2ncnc3ccccc23)c1	-3	2	-0.7	2	-0.3	-4	0.9	104	3	-12
COCc1nnc(NC(=O)c2cccs2)s1	3	4	0.1	-1	0.9	1	-0.3	96	-2	-1
O=C(NCc1ccccc1)C(c1ccccc1)n1c(C2CC2)nc2ccccc21 (stereo unspecified)	-5	x	x	-10	x	x	-0.1	x	1	x
COC(=O)c1ccc(N2CCCCC2)c(NC(=O)c2ccco2)c1	-3	6	0.5	93*	2.3	-1	0.1	100	-6	-7
O=C(C[n+]1ccc(/C=N/O)cc1)NCc1ccccc1	0	13	-1.1	-8	-0.3	-1	-0.2	99	4	2
CNC(=O)c1sc(-c2cccs2)nc1C	-2	5	-3.0	2	0.1	0	-0.2	101	3	2
C=CCn1c(C)cc(C(=O)CN2C(=O)NC3(CCCc4ccccc43)C2=O)c1C (stereo unspecified)	0	17	-0.6	0	2.6	-1	0.0	107	-2	-4
COc1ccc(-c2ccc3c(c2)C2CC3CCN2S(=O)(=O)c2ccccc2C)cc1 (stereo unspecified)	2	11	0.9	-2	0.1	-2	0.1	94	-8	-34
CCOc1ccc(-c2nc(CCl)cs2)cc1	0	1	-0.5	-2	-0.3	-4	0.0	97	6	-14
O=C1CCC/C1=C/Nc1ccc(Cl)cc1	0	10	0.3	-1	5.9	-1	-0.2	100	0	0
O=C(NCC(=O)N(CCc1ccccc1)C(C(=O)NC1CCCC1)c1cccnc1)c1ccco1 (stereo unspecified)	1	-1	-1.1	2	2.1	0	-0.1	86	0	8
COC(=O)c1cccc(NC(=O)CCc2cc(OC)c(OC)c(OC)c2)c1	3	-2	0.7	-4	2.1	0	-0.2	89	0	5
Cn1cccc1C(=O)C(=O)Nc1cc(Cl)cc(Cl)c1	4	2	3.3	19	1.7	2	-0.1	102	-1	-4
CCN(CC)CCn1c2ccccc2c2nc3ccccc3nc21	-6	14	-0.8	1	0.6	129*	0.0	98	1	8
O=C1/C(=C/c2ccccc2)Nc2ccccc21	-2	-4	1.3	5	0.1	5	-0.4	127	-6	-18
Cc1ccc(C)c(NC(=O)C2(C)CC3c4ccccc4C2c2ccccc23)c1 (stereo unspecified)	-1	5	1.8	6	0.5	-2	0.1	108	-7	-2
c1cncc(-c2nn3c(Cn4cnc5ccccc54)nnc3s2)c1	3	15	-0.5	2	-1.4	0	0.2	98	2	-2
C=CCn1c(C)cc(C(=O)CN2C(=O)c3ccccc3S2(=O)=O)c1C	1	5	0.8	0	-0.5	-20	-0.1	86	2	-16
O=C(c1ccc2c(c1)OCCO2)C1CCN(S(=O)(=O)c2ccc(F)cc2)CC1	0	6	0.1	-3	0.8	-7	-0.2	97	-2	-2
